Screening data from PubChem.
rTrxR1 inhibitor: inhibitors of rat thioredoxin reductase 1. O89049. recombinant rTrxR1, NADPH fluorescence consumption, selenite substrate. Potency, µM (doses to about 114 µM), for inactives: top-dose activity change, negative = inhibition, actives largely listed as inhibitors. 1% of 390,000 active. AID 588453; note: potency is the fitted concentration of half-maximal effect; % is set by controls: 0 for no effect and ±100 for the full control effect; nearly all actives have a fitted effect of over 65% in size
Target sequence (O89049 whole entry, looked up): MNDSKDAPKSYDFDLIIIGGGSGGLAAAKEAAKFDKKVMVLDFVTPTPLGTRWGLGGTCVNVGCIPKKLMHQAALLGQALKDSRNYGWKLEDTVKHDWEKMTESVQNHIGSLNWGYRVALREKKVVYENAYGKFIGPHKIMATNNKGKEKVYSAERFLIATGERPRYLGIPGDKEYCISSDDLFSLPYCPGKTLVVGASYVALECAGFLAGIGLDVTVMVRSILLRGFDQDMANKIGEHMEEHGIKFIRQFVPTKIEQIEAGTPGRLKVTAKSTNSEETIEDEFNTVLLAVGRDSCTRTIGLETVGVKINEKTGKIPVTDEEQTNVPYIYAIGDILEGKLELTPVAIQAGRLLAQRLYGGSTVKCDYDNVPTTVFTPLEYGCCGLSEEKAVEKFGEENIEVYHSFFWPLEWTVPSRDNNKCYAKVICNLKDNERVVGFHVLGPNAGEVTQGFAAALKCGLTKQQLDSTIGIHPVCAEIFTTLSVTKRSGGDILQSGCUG
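Rat TrxR1 (90 nM in the dispensed reagent) was pre-reduced with 400 uM NADPH for 5 min at room temperature, then incubated with compound for 15 min. After 400 uM selenite was added, NADPH fluorescence (Ex 340/Em 450 nm) was followed for 8 min.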
Vif-APOBEC3F blk: Vif-A3F binding inhibition; Potency, µM (series often up to 46.1 µM), for the others: at the top dose activity, negative = active; HeLa A3F-eYFP + Vif (tagged APOBEC3F with the HIV-1 protein that degrades it), YFP fluorescence increase; 0.2% of 390,000 active; note: potency is the fitted concentration of half-maximal effect; % of control where 0% means no effect; nearly all actives have a fitted effect of over 65% in size
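Fluorescence increase (Ex 488/Em 500-530) after overnight compound treatment at 37 deg C flags inhibition of Vif-driven A3F-eYFP loss in stable HeLa A3F-eYFP/Vif cells seeded overnight beforehand.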
TrxR1 substrate: substrates of rat thioredoxin reductase 1. purified TrxR1 substrate turnover, NADPH consumption readout. Potency, µM (series often up to 114 µM), inactives show at the top dose activity change, negative = substrate turnover. 0.01% of 390,000 active. O89049. AID 588456; note: potency is the fitted concentration of half-maximal effect; % is set by controls: 0 for no effect and ±100 for the full control effect; nearly all actives have a fitted effect of over 50% in size
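Rat TrxR1, dispensed at 90 nM, was prereduced with 400 uM NADPH (final) for 5 min at ~22 deg C, then incubated with compound 15 min before 400 uM selenite. A first-read NADPH fluorescence drop versus no-compound background flagged substrates.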
USP1-UAF1 inh: blocks the human USP1/UAF1 deubiquitinase complex; O94782; recombinant USP1/UAF1, Ub-Rhodamine cleavage fluorescence; Potency, µM (doses to about 57.1 µM), for inactives: top-dose activity change, negative = inhibition, hits mostly inhibitors; 0.23% of 390,000 active; AID 743255; note: potency is the fitted concentration of half-maximal effect; % is set by controls: 0 for no effect and ±100 for the full control effect; nearly all actives have a fitted effect of over 60% in size; inactives centre near -12
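Step one: compound is pinned into 1nM USP1/UAF1 in HEPES pH 7.8 buffer with TCEP. Step two: 15 min room-temperature incubation. Step three: Ub-Rho (150nM final) starts cleavage, tracked by fluorescence over six one-minute reads.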
Vif-A3G inh: inhibitors of Vif-APOBEC3G interaction | AID 602310 | 0.076% of 410,000 active | Potency, µM (titrated, usually from 46.1 µM), without a hit: at the highest dose activity, negative = active, most hits filed as inhibitors | Q9HC16 | HeLa A3G-eYFP + Vif (tagged APOBEC3G with the HIV-1 protein that degrades it), YFP fluorescence, overnight;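 note: potency is the fitted concentration of half-maximal effect; % is set by controls: 0 for no effect and ±100 for the full control effect; nearly all actives have a fitted effect of over 60% in size; hits raise eYFP signal because A3G escapes Vif-driven loss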
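HeLa cells stably expressing Vif and C-terminally eYFP-tagged A3G, seeded overnight at 37 deg C, then exposed to compound by pintool overnight at 37 deg C. Rise in yellow fluorescence (Ex 488/Em 500-530, Acumen) marks blocked Vif-driven A3G degradation.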
RGS4 inh: inhibitors of human regulator of G protein signaling 4. P49798. Transcreener GDP fluorescence polarization, RGS4-accelerated GTP hydrolysis. Potency, µM (titrated, usually from 114 µM), for inactives: top-dose activity change, negative = inhibition, hits mostly inhibitors. 0.039% of 390,000 active. AID 504845; note: potency is the fitted concentration of half-maximal effect; % is set by controls: 0 for no effect and ±100 for the full control effect; nearly all actives have a fitted effect of over 75% in size; some results filed as inactive show a strong effect at the top dose
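MLSMR compounds (23 nl, pin-transferred) preincubated 10 min at room temperature with a 500nM (2x) first reagent, then RGS4 at 900nM (2x) plus Transcreener GDP mix added; fluorescence polarization (620/688 nm) read before and after 90 min at 30 °C.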
LDHA block: blocks human lactate dehydrogenase A; 0.15% of 480,000 active; activity change, % (values are at about 110 or 230 µM); purified LDHA, NADH/diaphorase-resazurin fluorescence; hits give low values; in the data active = activity change below about -30%; inconclusive = mostly about -25% to -30%;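 note: plate controls were DMSO wells for no effect and wells without enzyme for full effect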
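Enzyme activity of human lactate dehydrogenase 5 (2 nM; 0.06 mM NADH, 0.2 mM pyruvate, 5 min, RT) is measured via a resazurin/diaphorase fluorescence readout of residual NADH.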
Glioma ERSR ind: inducers of ER stress response in human glioma cells; U87-MG GRP78 promoter luciferase reporter, 16 h; Potency, µM, for inactives: top-dose activation, actives largely listed as activators; AID 602332; 0.02% of 420,000 active; note: potency is the fitted concentration of half-maximal effect; series mostly up to about 76 µM; % of control where 0% means no effect; nearly all actives have a fitted effect of over 35% in size
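Stably transfected U87-MG glioma cells carrying a GRP78-based luciferase sensor; 16 h compound incubation. Luminescence end-point read 10 min after Bright-Glo addition at room temperature.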
IDH1 R132H inh: human IDH1 R132H inhibition; O75874; IDH1-R132H enzyme, NADPH consumption, diaphorase/resazurin fluorescence; Potency, µM (series often up to 76.6 µM), inactives show at the top dose activity change, negative = inhibition, usual class: inhibitors; 0.093% of 390,000 active; AID 602179; note: potency is the fitted concentration of half-maximal effect; % is set by controls: 0 for no effect and ±100 for the full control effect; nearly all actives have a fitted effect of over 65% in size
Target sequence (O75874 whole entry R132H, stated change not applied): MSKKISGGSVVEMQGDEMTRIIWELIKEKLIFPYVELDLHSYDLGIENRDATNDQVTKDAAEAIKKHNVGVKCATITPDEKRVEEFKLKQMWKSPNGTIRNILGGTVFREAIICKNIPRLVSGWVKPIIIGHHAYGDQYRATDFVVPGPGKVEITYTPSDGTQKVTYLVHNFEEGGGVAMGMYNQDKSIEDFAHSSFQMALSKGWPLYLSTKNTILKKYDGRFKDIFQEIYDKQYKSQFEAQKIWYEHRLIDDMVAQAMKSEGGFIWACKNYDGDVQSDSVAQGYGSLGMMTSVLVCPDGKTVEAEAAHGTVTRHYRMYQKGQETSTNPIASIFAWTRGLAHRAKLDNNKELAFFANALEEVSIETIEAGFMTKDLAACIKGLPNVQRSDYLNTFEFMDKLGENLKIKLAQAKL
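IDH1-R132H (0.5 ug/mL) preincubated 30 min with compound, then NADPH (0.016 mM) and alpha-KG (2 mM) added; 80 min at RT, pH 7.5. Remaining NADPH coupled via diaphorase/resazurin to fluorescence (540/590 nm); concentration-response curves normalized to no-enzyme control.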
* = called active by the depositor; u = inconclusive; x = no result given; & = joins results of further samples; [ ] = dose if it differs, or a comment. Unless noted, calls come from the whole dose curve; as a rule, active = well fitted curve in the direction sought with a large enough effect; inconclusive = small, poorly fitted or top-dose-only effect, or another doubt; inactive = no such curve, though single readings can be large; an effect the other way counts as inactive or inconclusive. An excerpt; count on the stated rates, not on these rows.

SMILES	rTrxR1 inhibitor	Vif-APOBEC3F blk	TrxR1 substrate	USP1-UAF1 inh	Vif-A3G inh	RGS4 inh	LDHA block	Glioma ERSR ind	IDH1 R132H inh
N#CCn1c(Cc2ccccc2)nc2ccccc2c1=O	-6%	2%	-5%	-22%	0%	-1%	-1	2%	0%
CC(=O)NNc1ncnc2c1cnn2-c1ccc(C)c(Cl)c1	23%[57.1 µM]	2%	2%[57.1 µM]	-2%	-7%	-2%	-8	2%	-1%
COc1ccc(OC)c(C2CC(=O)Nc3n[nH]c(-c4ccccc4)c32)c1 (stereo not given)	28%	-6%	6%	-27%	0%	-10%	-1	0%	0%
O=C(COc1ccc(Br)cc1)N1CCCCCC1	28%	0%	9%[57.1 µM]	-3%	-2%	-9%	2	3%	6%
O=C(c1cnsn1)N1CCN(c2ccccn2)CC1	2%[57.1 µM]	1%	-2%[57.1 µM]	-3%	1%	-15%	-6	0%	5%
COc1cc(OC)cc(C(=O)N/N=C\c2ccoc2)c1	2%	-2%	-4%	-4%	u	14%	0	1%	-7%
O=C(COc1ccc(S(=O)(=O)N2CCOCC2)cc1)Nc1ccc2c(c1)OCCO2	31%	-2%	11%	u	0%	-2%	-9	-2%	8%
COCCNc1nc2c(S(=O)(=O)c3ccc(C)c(C)c3)nnn2c2ccc(Cl)cc12	160%[activator]	-2%	124%[activator]	-11%	1%	-13%	-1	-5%	-9%
CC(C)Cc1nc2oc3c(NCCCN4CCOCC4)ncnc3c2c2c1CCC2	12%	1%	22%	-12%	1%	-4%	-2	-5%	2%
CC(=O)c1ccc(NC(=O)c2c3c(nc4ccccc24)C(=O)N(C2CCCCC2)C3)cc1	20%[57.1 µM]	-25%	1%[57.1 µM]	u	-23%	21%	-6	-5%	u
O=C(COc1ccc(-c2ccccc2)cc1)Nc1cccnc1	19%	-4%	1%	-22%	-6%	-17%	0	7%	16%
COc1ccc(CCNC(=O)C(=O)NCCCN2CCOCC2)cc1	18%	-6%	6%	-5%	-1%	-10%	3	-1%	3%

The final 4 compounds of the part above open the next one.
SMILES	rTrxR1 inhibitor	Vif-APOBEC3F blk	TrxR1 substrate	USP1-UAF1 inh	Vif-A3G inh	RGS4 inh	LDHA block	Glioma ERSR ind	IDH1 R132H inh
CC(C)Cc1nc2oc3c(NCCCN4CCOCC4)ncnc3c2c2c1CCC2	12%	1%	22%	-12%	1%	-4%	-2	-5%	2%
CC(=O)c1ccc(NC(=O)c2c3c(nc4ccccc24)C(=O)N(C2CCCCC2)C3)cc1	20%[57.1 µM]	-25%	1%[57.1 µM]	u	-23%	21%	-6	-5%	u
O=C(COc1ccc(-c2ccccc2)cc1)Nc1cccnc1	19%	-4%	1%	-22%	-6%	-17%	0	7%	16%
COc1ccc(CCNC(=O)C(=O)NCCCN2CCOCC2)cc1	18%	-6%	6%	-5%	-1%	-10%	3	-1%	3%
O=C1NNC(=O)C1c1ccccc1	3%	-7%	-3%	-12%	-1%	6%	-1	-4%	-1%
Cn1nc(C(F)(F)F)c(C#N)c1N1CCN(c2ccccc2)CC1	-5%	1%	-13%	-5%	2%	32%	-4	-2%	7%
CO/N=C(/C)CCS(=O)(=O)c1ccccc1	19%	-12%	3%	-18%	1%	0%	-2	-4%	1%
Cc1c(OCC(=O)NCc2ccncc2)ccc2c3c(c(=O)oc12)CCCC3	19%	-14%	31%[activator]	-17%	0%	19%	-5	-5%	-12%
Cc1c(C)n(C)c2ccc(C(=O)NCCc3ccco3)cc12	u	1%	-2%	-18%	0%	-16%	-1	-4%	-3%
CC(=O)Nc1ccc(Oc2cc(C#N)c(C#N)cc2N2CCOCC2)cc1	15%[57.1 µM]	0%	12%[57.1 µM]	-8%	-1%	30%	-7	-5%	-2%
CCOc1ccc(-n2ccnc(SCC(=O)NCCc3ccccc3)c2=O)cc1	16%	-30%	2%	-7%	1%	-18%	0	-3%	3%
CCc1nnc(NC(=O)CN2CCN(Cc3ccccc3Cl)CC2)s1	21%	3%	8%	-20%	0%	7%	-2	-3%	0%
C=C1CCC[C@]2(C)C[C@H]3OC(=O)C(CN[C@@H](C)c4ccccc4)[C@H]3CC12 (stereo not given in full)	8%	9%	0%	-18%	-1%	3%	-1	-9%	3%
O=C(O)c1c(-c2ccccc2)c2oc3ccccc3c2[nH]c1=O	-8%	-4%	42%[activator]	-29%	-9%	21%	0	1%	5%
Cc1cccn2c(=O)c3cc(C#N)c(=O)n(-c4nnc(SCc5ccccc5F)s4)c3nc12	23%	x	46%[activator]	-16%	x	-15%	2	x	x
N#Cc1ccc(C(=O)OCCCc2cc3ccccc3c(=O)o2)cc1	5%[57.1 µM]	3%	6%[57.1 µM]	-21%	0%	-7%	-18	-1%	21%
CC(C)(C)c1ccc(C(=O)c2c[nH]c(C(=O)NCCCn3ccnc3)c2)cc1	-22%	-10%	-13%	-19%	2%	-52%	0	3%	3%
Cc1ccc(S(=O)(=O)N2CCC(=O)CC2)cc1	17%	5%	4%	-18%	-11%	21%	-8	-6%	15%
COc1ccccc1S(=O)(=O)Cc1ccc(C(=O)N2CCN(c3ccccn3)CC2)o1	u	0%	0%	-9%	-3%	u	-4	-2%	-8%
CCc1cc(=O)oc2c3c(cc(OCC(=O)N[C@H](C(=O)O)[C@H](C)CC)c12)OC(C)(C)CC3	50%[activator]	17%	540%[activator]	-11%	-6%	-2%[56.9 µM]	-8	0%	14%
CN(Cc1cccs1)C(=O)Cc1c[nH]c2ccccc12	-10%	-14%	-7%	-21%	-2%	0%	4&-1	-2%	12%
CCc1nnc(NC(=O)CSc2nnc(-c3ccc(OC)cc3)n2C)s1	15%[57.1 µM]	-4%	11%[57.1 µM]	-11%	-5%	-12%	-3	-5%	7%
COCCNC(=S)N(CCc1c(C)[nH]c2ccccc12)Cc1cccnc1	15%[57.1 µM]	-12%	8%[57.1 µM]	-5%	1%	-24%	1	-5%	4%
Cc1nc(-c2ccc(Cl)cc2)sc1C1(C)CC(c2ccccc2F)=NO1 (stereo not given)	16%	1%	2%	-19%	-1%	-3%	1	1%	2%
O=C(CSC1=Nc2ccccc2C2CC=NN12)Nc1ccc2c(c1)OCO2 (stereo not given)	u	7%	6%[57.1 µM]	-11%	u	-27%	-10	-14%	-8%
COc1ccc(C2C(C#N)=C(N)OC3=C2C(=O)CCC3)c(OC)c1OC (stereo not given)	-11%	11%	-8%	-5%	-6%	-9%	4	-1%	10%
CCCN(CCC)CCCNC(=O)C1CCC(CNS(=O)(=O)c2cccc3nsnc23)CC1 (stereo not given)	22%&8%	3%&3%	6%&-6%	-10%&-17%	2%&-4%	4%&-19%	-5&0	-2%&-1%	2%&21%
O=C(Nc1c(Cl)ccc2nsnc12)c1cccnc1	13%	-3%	-2%	-17%	1%	-1%	2	-8%	10%
CC(=O)N1CCN(c2ccc(NC(=S)NC(=O)COc3ccc(C(C)(C)C)cc3)cc2)CC1	5%[57.1 µM]	-2%	0%[57.1 µM]	-13%	1%	-6%	1	-5%	3%
Cc1ccc(NC(=O)CC2S/C(=N/c3nccs3)N(C)C2=O)cc1C (stereo not given)	11%	-2%	0%	1%	0%	1%	-2	-7%	1%
CCCC[C@@H]1C[C@H]1[C@@H](NC(=O)c1cccs1)c1ccc(Cl)cc1	15%[57.1 µM]	0%	8%[57.1 µM]	-13%	7%	-10%	-1	-5%	8%
O=C(/C=C/c1ccc(F)cc1)NC(=S)Nc1ccccc1O	17%	-2%	2%	-17%	-7%	-32%	1	5%	1%
CC(C)c1ccc(/C=C(\NC(=O)c2ccccc2)C(=O)NCCCn2ccnc2)cc1	1%	-5%	-2%	-8%	0%	12%	-5	0%	-3%
CCc1cccc(CC)c1-n1c(SCC(=O)N2CCc3ccccc3C2)nnc1-c1cccnc1	9%	-2%	1%	-27%	-13%	-23%	-5	-4%	52µM*
Cc1nc2sccn2c(=O)c1Cl	17%	0%	2%	-4%	1%	-23%	-3	-3%	0%
Cc1ccccc1N/C(SCc1ccc(Cl)cc1)=C(/C#N)C(=O)NCc1ccco1	3%	1%	-6%	-10%	3%	-3%	-15	-3%	5%
CCSc1ccccc1C(=O)N=C1NC(=O)CC2C(=O)NCCN12 (stereo not given)	-13%	8%	-13%	1%	1%	27%	-6	-3%	-3%
CCCCCCSc1ccc([C@@H]2[C@H]3C(=O)N(CC)C(=O)[C@H]3[C@]3(C(=O)OC)CCCN23)cc1	3%	-4%	-11%	-19%	-3%	-34%	-10	-4%	-7%
c1ccc(C2CC(c3cccs3)=NN2c2ccccc2)cc1 (stereo not given)	u	-16%	83%[activator]	-16%	-143%	-3%	-1	-3%	6%
O=S(=O)(Cc1ccc(Cl)cc1)C1CCCCC1O (stereo not given)	-2%	-5%	-5%	-12%	-1%	7%	-12	-12%	-14%
COc1ccc(NC(=O)CSc2nc(N)c(-c3ccccc3)c(=O)[nH]2)cc1	5%	-2%	7%	-10%	1%	10%	-9	-2%	0%
CC(=O)Nc1ccc(NC(=O)CC23CC4CC(CC(C4)C2)C3)cc1	-4%	-15%	-9%	-3%	0%	26%	-1	0%	-5%
